RORg inh: inhibitors of mouse ROR gamma transcriptional activity. Potency, µM (titrated, usually from 53.6 µM), for the others: at the highest dose activity change, negative = inhibition, hits mostly inhibitors. AID 2551. Drosophila S2 Gal4-RORgamma UAS-luciferase reporter, 20 h. hit rate 5.4% among 310,000. P51450; note: potency is the fitted concentration of half-maximal effect; % is set by controls: 0 for no effect and ±100 for the full control effect; nearly all actives have a fitted effect of over 60% in size
Target sequence (P51450 whole entry, looked up, the tested form may be a part): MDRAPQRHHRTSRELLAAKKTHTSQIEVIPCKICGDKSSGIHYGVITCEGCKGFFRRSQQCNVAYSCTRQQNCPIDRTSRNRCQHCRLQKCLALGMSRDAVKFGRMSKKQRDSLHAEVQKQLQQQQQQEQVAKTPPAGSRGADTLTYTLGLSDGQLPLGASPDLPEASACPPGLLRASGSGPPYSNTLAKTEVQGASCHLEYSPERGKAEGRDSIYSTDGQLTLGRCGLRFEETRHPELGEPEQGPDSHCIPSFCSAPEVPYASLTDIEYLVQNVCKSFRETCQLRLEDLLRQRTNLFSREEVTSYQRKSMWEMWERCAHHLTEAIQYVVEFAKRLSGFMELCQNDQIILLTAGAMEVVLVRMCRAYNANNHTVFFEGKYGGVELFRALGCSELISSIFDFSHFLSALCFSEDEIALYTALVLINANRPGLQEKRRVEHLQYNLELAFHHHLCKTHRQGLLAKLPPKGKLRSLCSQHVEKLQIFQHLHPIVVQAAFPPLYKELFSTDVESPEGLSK
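Luminescence from a UAS-regulated Photinus luciferase reporter in stably transfected Drosophila Schneider cells is measured; decreased signal marks ROR gamma inhibition. Fusion expression is induced by 700 uM copper sulfate for 20 hr.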
BRCA1 expr up: increases BRCA1 expression | hit rate 1.1% among 380,000 | MCF7-BRCA1-FFLuc reporter, luminescence, 48 h; response scale: scaled: vehicle 0%, 10 µM genistein 100% | Potency, µM (series often up to 46.1 µM), for the others: at the highest dose activation, hits mostly activators; note: potency is the fitted concentration of half-maximal effect; nearly all actives have a fitted effect of over 80% in size; some results filed as inactive show a strong effect at the top dose
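Cells: MCF7-BRCA1-FFLuc, 2000/well. Exposure: 48 h, 37 °C, 5% CO2. Read: luminescence, 15 min post-substrate. Controls: genistein 10 microM (maximal activation), DMSO (neutral).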
Tb PFK inh: blocks T. brucei phosphofructokinase; O15648; T. brucei PFK, ADP-Glo luminescence; Potency, µM (doses to about 57.5 µM), inactives show at the top dose activity, negative = inhibition, hits mostly inhibitors; hit rate 0.17% among 330,000; AID 485367;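 note: potency is the fitted concentration of half-maximal effect; 0% = uninhibited 1x PFK enzyme wells and -100% = no-enzyme wells; nearly all actives have a fitted effect of over 60% in size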
Target sequence (O15648 whole entry, looked up): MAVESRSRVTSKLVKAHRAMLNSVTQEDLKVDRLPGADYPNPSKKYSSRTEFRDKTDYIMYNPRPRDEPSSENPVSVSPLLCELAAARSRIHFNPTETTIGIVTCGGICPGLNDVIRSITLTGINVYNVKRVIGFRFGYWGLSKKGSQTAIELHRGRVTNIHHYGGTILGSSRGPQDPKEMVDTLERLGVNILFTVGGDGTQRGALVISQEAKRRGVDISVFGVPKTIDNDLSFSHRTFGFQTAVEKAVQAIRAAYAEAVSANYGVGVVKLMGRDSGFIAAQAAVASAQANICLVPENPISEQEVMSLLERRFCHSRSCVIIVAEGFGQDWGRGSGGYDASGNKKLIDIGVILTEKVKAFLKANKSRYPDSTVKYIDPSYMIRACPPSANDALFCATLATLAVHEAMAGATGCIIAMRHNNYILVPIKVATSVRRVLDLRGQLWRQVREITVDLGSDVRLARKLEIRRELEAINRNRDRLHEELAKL
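Activity is normalized to no-enzyme wells (full inhibition) and 1.25 nM enzyme wells (no inhibition). Reaction: 0.5 mM F6P, 0.1 mM ATP, 45 min RT, ADP-Glo luminescence; concentration-response curves fitted and classed by quality.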
ELG1 genotox: inducers of genotoxicity in HEK293T ELG1-luciferase cells; HEK293T ELG1-luciferase reporter, luminescence, 16 h; hit rate 1.3% among 330,000; Potency, µM (titrated, usually from 46 µM), for the others: at the highest dose activity change, positive = activation, actives largely listed as activators; note: potency is the fitted concentration of half-maximal effect; % of control where 0% means no effect; nearly all actives have a fitted effect of over 60% in size
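DMSO vehicle served as control against compound-treated ELG1-luciferase HEK293T cells; exposure lasted 16 hr at 37 °C and 5% CO2, followed by ONE-Glo luminescence detection after 30 min.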
VP16 counter: counter-screen for ROR gamma inhibitors: Gal4-VP16 reporter | hit rate 3.5% among 310,000 | Potency, µM (titrated, usually from 53.6 µM), without a hit: at the top dose activity, negative = inhibition, hits mostly inhibitors | Drosophila S2 Gal4-VP16 UAS-luciferase, luminescence, 20 h;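 note: Gal4-VP16 expression switched on by copper sulfate through the metallothionein promoter; potency is the fitted concentration of half-maximal effect; % is set by controls: 0 for no effect and ±100 for the full control effect; nearly all actives have a fitted effect of over 50% in size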
FLuc counter: inhibits or activates purified firefly luciferase, miR-21 counter-screen; purified FLuc, Km substrates, luminescence inhibition; Potency, µM (top dose mostly 57.5 µM), for the others: top-dose activity change, negative = inhibition, most hits filed as inhibitors; hit rate 6.9% among 360,000; AID 588342;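 note: potency is the fitted concentration of half-maximal effect; plate controls were vehicle for no effect and reference inhibitor for full effect; nearly all actives have a fitted effect of over 55% in size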
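Biochemical qHTS of compounds, final roughly 60 µM downward over six points, against 10 nM purified firefly luciferase using Km concentrations of substrates (10 uM D-luciferin, 10 uM ATP) in Tris acetate pH 7.5 buffer; luminescence output.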
ELG1 DNA repair: ELG1-dependent DNA repair inhibition; HEK293T ELG1-luciferase reporter, luminescence, 16 h; DNA damage induced by 5-fluorouridine; Potency, µM (highest dose often 46.1 µM), inactives show top-dose activity change, negative = inhibition, hits mostly inhibitors; hit rate 2.3% among 330,000; AID 504467; note: potency is the fitted concentration of half-maximal effect; % is set by controls: 0 for no effect and ±100 for the full control effect; nearly all actives have a fitted effect of over 55% in size
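Quantitative HTS, concentration-response format. 2,000 cells/well co-treated with 5-fluorouridine and compound, 16 hr in 5% CO2 at 37 °C; ONE-Glo luminescence read after 30 min.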
Rab9 prom act: activators of Rab9 promoter. Huh7 Rab9 promoter-luciferase reporter, luminescence, 24 h. Potency, µM (titrated, usually from 9.22 µM), inactives show at the highest dose activation, negative = inhibition, most hits filed as activators. hit rate 2.8% among 320,000; note: potency is the fitted concentration of half-maximal effect; % of control where 0% means no effect; nearly all actives have a fitted effect of over 60% in size
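Cells were plated at 1500 per well in reduced-serum medium with 10% FBS and left 2 h. Compound in DMSO was then added for 24 h at 37 °C. Reporter signal was read by luminescence after 10 min with luciferase detection reagent.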
TRPV1 agonist: activates the human vanilloid receptor TRPV1; activation, % at 8.33 µM; AID 540275; hit rate 0.19% among 320,000; TRPV1-expressing cells, Fluo-8 calcium influx, agonist mode; in the data active = activation above about 80%; inconclusive = between about 30% and that limit; note: 0% is about no effect
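Cells expressing TRPV1 were dye-loaded with Fluo-8 and read kinetically: 10 s baseline, 3 min after compound (agonist portion), then 2 min after EC20 capsaicin (allosteric enhancer portion). Calcium-bound dye fluorescence at 480/520 nm.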
NPC1 prom act: activators of NPC1 promoter. hit rate 2.4% among 320,000. AID 485313. Potency, µM (doses to about 9.22 µM), for the others: top-dose activation, most hits filed as activators. Huh7 NPC1 promoter luciferase reporter, 24 h;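 note: potency is the fitted concentration of half-maximal effect; % of control where 0% means no effect; nearly all actives have a fitted effect of over 60% in size; reporter is driven by a mutant NPC1 promoter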
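Luciferase expression driven by the NPC1 promoter was measured in stably transfected Huh7 cells after a 24 h compound incubation, using a luciferase reagent and a luminescence read.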
p53 reactivator: mutant p53 re-activation in reporter cells; H1299 p53-A138V BP100-luciferase reporter, luminescence, 24 h; Potency, µM (highest dose often 92.2 µM), inactives show top-dose activity change, positive = activation, most hits filed as activators; hit rate 0.063% among 320,000; note: potency is the fitted concentration of half-maximal effect; % of control where 0% means no effect; nearly all actives have a fitted effect of over 45% in size
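H1299 (p53-null), stable ts p53-A138V + BP100-Luc; 1000 cells/well, Opti-MEM/10% FBS; cpd 4 pt, 1:5; 24 h, 37 deg C, 5% CO2; detection reagent 10 min RT; luminescence.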
Starred values were filed as active, the others as inactive; ? = inconclusive; / = no result given; & = joins results of further samples. Unless noted, calls come from the whole dose curve; as a rule, active = well fitted curve in the direction sought with a large enough effect; inconclusive = small, poorly fitted or top-dose-only effect, or another doubt; inactive = no such curve, though single readings can be large; an effect the other way counts as inactive or inconclusive.

1: CC(OC(=O)Cc1coc2ccc3ccccc3c12)C(=O)Nc1ncc(Cl)cc1Cl (stereo not given)
2: CN1C(=O)CC2(CC(=O)N(Cc3ccccc3)C2)C1=O (stereo not given)
3: CCc1ccc(S(=O)(=O)c2nnn3c2nc(N2CCOCC2)c2ccccc23)cc1
4: C=CCSC1=N/C(=C\c2cccnc2)C(=O)N1c1ccc(OC)cc1
5: Cc1cc(C)c(NC(=S)N2CCN(c3ccc([N+](=O)[O-])cn3)CC2)cc1C
6: CC(=O)c1c(C)oc2ccc(NS(=O)(=O)c3ccc(C(=O)O)cc3)cc12
Compound,1,2,3,4,5,6
RORg inh,-2%,-25%,-26%,-1%,?,-18%
BRCA1 expr up,-30%,14%,9%,-18%,-1%,-23%
Tb PFK inh,0%,5%,-7%,-6%,0%,?
ELG1 genotox,0%,-3%,1%,-5%,-11%,0%
VP16 counter,-1%,-7%,-3%,-5%,-25%,5%
FLuc counter,1%,8%,3%,-1%,-2%,-1%
ELG1 DNA repair,1%,-4%,?,?,-18%,-1%
Rab9 prom act,0%,1%,0%,-1%,-7%,-3%
TRPV1 agonist,-2,6,1,6,20,-3
NPC1 prom act,0%,-4%,-3%,2%,0%,2%
p53 reactivator,-4%,1%,-1%,-19%,-8%,4%

An excerpt from above in order of their number in NPC1 prom act, ascending.
#	SMILES	NPC1 prom act
3	CCc1ccc(S(=O)(=O)c2nnn3c2nc(N2CCOCC2)c2ccccc23)cc1	-3%
1	CC(OC(=O)Cc1coc2ccc3ccccc3c12)C(=O)Nc1ncc(Cl)cc1Cl (stereo not given)	0%
6	CC(=O)c1c(C)oc2ccc(NS(=O)(=O)c3ccc(C(=O)O)cc3)cc12	2%

Remaining list, next part:
7: Cc1oc2c(cc(NS(=O)(=O)c3ccc(F)cc3)c3ccccc32)c1C(=O)O
8: CSc1ccccc1NC(=O)COC(=O)CCCOc1ccc(C)cc1
9: CC(C)Nc1ccc(C(CC(N)=O)NC(=O)c2ccc(Br)cc2)cc1[N+](=O)[O-] (stereo not given)
10: O=C(O)c1ccc(CSc2nc3ccc(NC(=O)c4ccccc4C(=O)O)cc3s2)cc1
11: CCOC(=O)N1CCN(C(=O)c2cnc3n(c2=O)CCS3)CC1
12: O=C(COC(=O)c1n[nH]c(=O)c2ccccc12)Nc1ccccc1
Compound,7,8,9,10,11,12
RORg inh,20%,/,43%,-5%,-10%,/
BRCA1 expr up,-33%,-17%,-34%,-12%,-14%,-4%
Tb PFK inh,3%,6%,3%,8%,-4%,-3%
ELG1 genotox,-4%,1%,1%,-1%,-1%,2%
VP16 counter,-1%,/,-3%,-6%,-4%,/
FLuc counter,4%,-1%,-3%,17µM*,1%,4%
ELG1 DNA repair,-8%,20%,3%,5%,1%,-1%
Rab9 prom act,4%,-2%,-19%,-5%,2%,1%
TRPV1 agonist,-1,5,1,3,-1,-1
NPC1 prom act,0%,-1%,-13%,-5%,10%,-1%
p53 reactivator,-5%,11%,-4%,2%,-3%,9%

13: Cc1ccc(-c2nc(CN(C)C)cc(CN(C)C)c2O)cc1
14: Cc1cc(C)n2nc(SCC(=O)Nc3ccccc3C)nc2n1
15: CCCN(CCC)C(=O)c1cn(C)c2ccc(S(=O)(=O)N3CCCC3)cc2c1=O
16: CCOc1ccc(-c2nnn(CC(=O)Nc3cccc(OC)c3)n2)cc1OCC
17: COc1cccc(-c2csc3nnc(SCC(=O)NCc4cccs4)n23)c1
18: Cc1ccc(C(=O)N/N=C/c2ccc(-c3ccc(Br)cc3[N+](=O)[O-])o2)o1
Compound,13,14,15,16,17,18
RORg inh,0%,6%,-6%,-28%,-62%,?
BRCA1 expr up,41%,12%,-4%,-4%,0%,-63%
Tb PFK inh,1%,-4%,-10%,-5%,-2%,-24%
ELG1 genotox,3%,-7%,5%,11%,12%,-7%
VP16 counter,-5%,5%,-5%,-28%,3%,?
FLuc counter,2%,2%&4%,-1%,0%,0%,-3%
ELG1 DNA repair,1%,2%,?,-11%,-7%,?
Rab9 prom act,-5%,-4%,-1%,-5%,10%,21%
TRPV1 agonist,1,1,-2,-3,1,6
NPC1 prom act,-2%,0%,-1%,-1%,-1%,0%
p53 reactivator,-16%,0%,8%,6%,-1%,-1%

19: CC1(C)CC[C@]2(C(=O)O[C@@H]3O[C@H](CO)[C@@H](O)[C@H](O)[C@H]3O)CC[C@]3(C)C(=CCC4[C@@]5(C)CC[C@H](O[C@@H]6O[C@H](C(=O)O)[C@@H](O[C@H]7OC[C@@H](O)[C@@H](O)[C@@H]7O)[C@H](O)[C@H]6O)C(C)(C)C5CC[C@]43C)[C@@H]2C1 (stereo not given in full)
20: Cc1ccc(CCN2C(=O)c3ccc(C(=O)O)cc3C2=O)cc1
21: CSCCC(=O)N1CCCC(N2CCN(c3cccc(C(F)(F)F)c3)CC2)C1 (stereo not given)
22: NC12CC3CC(C1)CC(CC(=O)O)(C3)C2
23: CCOC(=O)N1CCC(NC(=O)c2ccc(NC(=O)C3CCCO3)cc2)CC1 (stereo not given)
24: CCC(C(=O)NCCc1ccc(OC)c(OC)c1)n1nc(C)n2c(cc3occc32)c1=O (stereo not given)
Compound,19,20,21,22,23,24
RORg inh,/,21%,26%,13%,-16%,-1%
BRCA1 expr up,18%,/,-22%,2%,3%,-6%
Tb PFK inh,1%,0%,0%,1%,4%,1%
ELG1 genotox,1%,/,-4%,-1%,3%,3%
VP16 counter,/,-21%,-2%,-1%,10%,0%
FLuc counter,/,?,2%,2%,9%,0%
ELG1 DNA repair,9%,/,-12%,-4%,3%,3%
Rab9 prom act,/,-1%,-3%,1%,-9%,3%
TRPV1 agonist,/,/,10,-1,-1,0
NPC1 prom act,/,-6%,-3%,-2%,0%,21%
p53 reactivator,1%,/,?,3%,2%,-2%

25: Cc1csc(SC(C)C(=O)NCc2ccc3c(c2)OCO3)n1 (stereo not given)
26: N#Cc1c(Nc2ccccc2)c(/C=N/N=C/c2ccccc2)c[nH]c1=O
27: Cc1ccccc1CN1CCNC(=O)C1CC(=O)NC1CCCCCCC1 (stereo not given)
28: CC(=O)c1c(C)[nH]c(C(=O)OCc2ccccc2F)c1C
29: CC(C)c1ccc(Oc2cccc(C(=O)/C(C#N)=C/N(C)C)c2)cc1
30: Cc1ccc(C2C3=C(NCCN=C3c3ccccc3)C(=O)N2c2ccccc2)cc1 (stereo not given)
31: COc1ccc(C2c3ccc4ccccc4c3Oc3ncn4nc(Cc5ccccc5)nc4c32)cc1OC (stereo not given)
32: CCCCC[n+]1ccn(-c2nc3ccccc3nc2[N-]S(=O)(=O)c2ccc(C)cc2)c1
Compound,25,26,27,28,29,30,31,32
RORg inh,33%,31%,29%,?,?,-7%,-14%,?
BRCA1 expr up,-9%,-18%,-30%,0%,49%,-25%,-52%,-40%
Tb PFK inh,-1%,0%,-2%,2%,1%,-5%,-6%,-5%
ELG1 genotox,3%,-1%,1%,?,0%,-5%,2%,6%
VP16 counter,2%,-1%,0%,-4%,6%,-4%,5%,-12%
FLuc counter,-4%,0%,-2%,?,?,1%,1%,1%
ELG1 DNA repair,15%,?,-5%,?,6%,?,9%,?
Rab9 prom act,13%,-4%,0%,?,0%,-24%,-11%,-10%
TRPV1 agonist,5,0,1,16,-1,-4,5,-3
NPC1 prom act,-2%,-2%,-2%,?,-1%,-4%,-5%,-2%
p53 reactivator,4%,-4%,14%,1%,0%,-4%,-7%,3%

Compounds 25–28, quoted:
25: Cc1csc(SC(C)C(=O)NCc2ccc3c(c2)OCO3)n1 (stereo not given)
26: N#Cc1c(Nc2ccccc2)c(/C=N/N=C/c2ccccc2)c[nH]c1=O
27: Cc1ccccc1CN1CCNC(=O)C1CC(=O)NC1CCCCCCC1 (stereo not given)
28: CC(=O)c1c(C)[nH]c(C(=O)OCc2ccccc2F)c1C
Compound,25,26,27,28
RORg inh,33%,31%,29%,?
BRCA1 expr up,-9%,-18%,-30%,0%
Tb PFK inh,-1%,0%,-2%,2%
ELG1 genotox,3%,-1%,1%,?
VP16 counter,2%,-1%,0%,-4%
FLuc counter,-4%,0%,-2%,?
ELG1 DNA repair,15%,?,-5%,?
Rab9 prom act,13%,-4%,0%,?
TRPV1 agonist,5,0,1,16
NPC1 prom act,-2%,-2%,-2%,?
p53 reactivator,4%,-4%,14%,1%

Assay outcomes from PubChem.
